From PubChem BioAssay
CR mimetic SO: reduction of superoxide in aged yeast, primary screen, HTS. S. cerevisiae aged cells, superoxide DHE fluorescence; active compounds read low. superoxide response (% of plate mean), % at 10 µM. 330,000 compounds, 0.18% hits;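 active = superoxide response under a set limit, about three screen SD below normal, cut at about 65% in these data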;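 also: yeast aged for seven days with compound at 30 °C before DHE staining; 100% = average MFI of all compound-treated wells on the plate with controls excluded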
MCL1-BIM inh: inhibitors of MCL1 binding to BIM-BH3, primary screen, biochemical, fluorescence polarization; Induced myeloid leukemia cell differentiation protein Mcl-1 (Homo sapiens), Q07820; GST-MCL1 / FITC-Bim-BH3 fluorescence polarization; inhibition, % at 10.9 µM; 320,000 compounds, 0.68% hits;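 active = inhibition above the mean inhibition of all tested compounds plus 3 SD, set per campaign, cut at about 40% in these data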;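 also: 0% = DMSO wells and 100% = unlabeled Bim-BH3 peptide control; higher means more loss of mP so more displacement of Bim peptide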
Target sequence (Q07820 whole entry, looked up): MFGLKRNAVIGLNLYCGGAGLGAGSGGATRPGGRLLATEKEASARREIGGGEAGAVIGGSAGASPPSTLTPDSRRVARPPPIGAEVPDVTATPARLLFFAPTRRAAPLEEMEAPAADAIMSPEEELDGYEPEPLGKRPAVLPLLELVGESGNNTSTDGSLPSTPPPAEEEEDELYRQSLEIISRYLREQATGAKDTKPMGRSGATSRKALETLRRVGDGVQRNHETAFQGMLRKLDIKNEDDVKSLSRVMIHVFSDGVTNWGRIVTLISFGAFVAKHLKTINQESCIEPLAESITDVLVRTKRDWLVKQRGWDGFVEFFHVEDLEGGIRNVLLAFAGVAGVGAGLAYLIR
MEX-5 binding: MEX-5 zinc finger RNA-binding disruptors – biochemical, C. elegans, fluorescence polarization, MLPCN library, primary screen. 300,000 compounds, 0.38% hits. AID 1832, 2009. activity score (negative = inhibition of binding), % at 10 µM. MEX-5/FITC-TCR2 RNA binding; active compounds read low;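 active = inhibition past about -25% in most replicates, and total fluorescence under double the plate's negative control median, limit read from the data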;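 also: 0% = DMSO and -100% = 5 µM competing unlabeled TCR2 RNA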
EBNA-1 inh: EBNA-1 DNA-binding inhibitors, primary screen, biochemical, fluorescence polarization | 300,000 compounds, 0.34% hits | inhibition, % at 14.8 µM; in the data active = inhibition above about 28%
GLD-1 RNA inh: GLD-1/TGE RNA complex disruptors, primary screen, biochemical, fluorescence polarization; Female germline-specific tumor suppressor gld-1 (Caenorhabditis elegans), Q17339; purified GLD-1 + fluorescein TGE RNA; inhibition, % at 5.96 µM; 320,000 compounds, 0.44% hits; AID 2280, 2010;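 active = percent inhibition above a per-plate cutoff, the plate mean of test compounds plus 3 SD, cut at about 30% in these data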;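 also: 0% = DMSO wells with GLD-1 and probe and 100% = wells lacking GLD-1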
Target sequence (Q17339 whole entry, looked up): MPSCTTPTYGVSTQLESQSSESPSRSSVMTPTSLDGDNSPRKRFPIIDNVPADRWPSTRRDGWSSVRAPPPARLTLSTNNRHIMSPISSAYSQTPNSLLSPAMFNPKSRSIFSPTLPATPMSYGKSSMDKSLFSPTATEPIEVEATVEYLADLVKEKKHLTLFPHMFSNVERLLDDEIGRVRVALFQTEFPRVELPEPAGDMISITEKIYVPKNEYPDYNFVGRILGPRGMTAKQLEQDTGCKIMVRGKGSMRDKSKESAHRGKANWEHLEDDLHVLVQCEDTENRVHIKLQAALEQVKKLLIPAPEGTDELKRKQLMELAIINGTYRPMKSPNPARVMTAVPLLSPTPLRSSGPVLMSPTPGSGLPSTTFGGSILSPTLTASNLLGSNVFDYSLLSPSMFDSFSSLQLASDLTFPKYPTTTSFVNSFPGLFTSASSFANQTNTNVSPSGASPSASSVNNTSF
ZTA counter: ZTA (EBV) inhibition in EBNA-1 counter-screen | AID 2234 | P03206 | 320,000 compounds, 0.15% hits | inhibition, % at 11 µM | ZTA-DNA binding, fluorescence polarization; in the data active = inhibition above about 33%
Fam108B inh: mouse Fam108B serine hydrolase inhibitors, primary screen, counter-screen for RBBP9 inhibitor project, biochemical, fluorescence polarization. recombinant Fam108B, FP-Rh probe fluorescence polarization. inhibition, % at 9.51 µM. 300,000 compounds, 0.33% hits. AID 1947, 2009;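 active = inhibition above the screen mean inhibition plus 3 SD, computed separately per campaign, cut at about 18% in these data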;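 also: inhibitors lower polarization as less probe binds the enzyme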
Efflux pump mplx: inhibitors of Candida efflux pumps in yeast, primary screen, S. cerevisiae, Nile Red, multiplex; S. cerevisiae Candida pump triplex; inhibition, % at 10 µM; 330,000 compounds, 0.44% hits;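 active = plate passing quality check with inhibition over a set limit, or well fluorescence over plate mean plus 4 SD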;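 also: Nile Red retained in pooled yeast measured as flow cytometry median fluorescence; 0% = buffer negative control and 100% = Enniatin B positive control; higher means more Nile Red kept so more efflux inhibition; some compounds called inactive have numbers as strong as hits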
BCLXL inh: inhibitors of human Bcl-xL, primary screen, biochemical, fluorescence polarization, HTS. inhibition, % at 10.9 µM. 320,000 compounds, 0.7% hits. GST-Bcl-xL / FITC-Bim BH3 peptide fluorescence polarization. Bcl-2-like protein 1 (Homo sapiens), Q07817. AID 2129, 2009;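 active = inhibition above the mean of all tested compounds plus 3 SD, cutoff set per campaign, cut at about 30% in these data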;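 also: 0% = DMSO wells and 100% = unlabeled Bim-BH3 peptide competitor; inhibitors lower millipolarization by displacing the labeled peptide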
Target sequence (Q07817 whole entry, looked up): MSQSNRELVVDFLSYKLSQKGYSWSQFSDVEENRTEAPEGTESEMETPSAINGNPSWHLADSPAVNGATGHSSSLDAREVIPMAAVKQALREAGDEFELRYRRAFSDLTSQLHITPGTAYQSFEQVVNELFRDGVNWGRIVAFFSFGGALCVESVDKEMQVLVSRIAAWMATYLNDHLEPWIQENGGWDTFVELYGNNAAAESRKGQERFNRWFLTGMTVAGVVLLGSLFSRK
Numbers without * were called inactive; / = no result given.

SMILES | CR mimetic SO | MCL1-BIM inh | MEX-5 binding | EBNA-1 inh | GLD-1 RNA inh | ZTA counter | Fam108B inh | Efflux pump mplx | BCLXL inh
COC(=O)COc1ccc(S(=O)(=O)NCc2ccc3c(c2)OCO3)cc1C | 104 | -3 | 1.6 | 8 | -3 | -6 | 2 | 0.0 | -2
COc1ccc(NC(=O)COC(=O)Cn2c(C)nc3ccccc32)cc1OC | 100 | -11 | -0.9 | -4 | 1 | -1 | -3 | 0.0 | 0
CNc1nc(-c2ccc(S(=O)(=O)N3CCCCC3)cc2)cs1 | 131 | 3 | / | / | -3 | 0 | / | 0.2 | 6
O=C(NC(=S)N1CCN(c2ccc(C(F)(F)F)cc2[N+](=O)[O-])CC1)c1cccs1 | 107 | 5 | -1.0 | 13 | 1 | 18 | 3 | -0.2 | 1
COC(=O)C1C(=O)/C(=C/N(C)C)C(=O)CC1(C)C (centres undefined) | 97 | 7 | 2.6 | -4 | 6 | -23 | 1 | -0.3 | 1
O=C(CCC(=O)N1CCCCC1)Nc1nnc(C2CCCCC2)s1 | 88 | 5 | 2.2 | -1 | 2 | -8 | 0 | 0.2 | 9
CCOC(=O)C1(Cc2ccccc2C)CCCN(C(=O)c2cc(CC)nn2C)C1 (centres undefined) | 94 | -3 | -1.5 | -6 | -2 | 0 | 4 | 0.0 | 3
O=C(CCN1C(=O)/C(=C\c2ccccc2F)SC1=S)Nc1ccc(C(=O)O)c(O)c1 | 84 | 3 | -3.1 | 11 | 7 | 7 | 1 | -0.1 | 6
COC(CNC(=O)[C@H](CSCc1ccccc1)N1Cc2ccccc2C1=O)OC | 87 | 4 | 0.6 | 8 | 5 | 9 | 7 | -0.1 | 3
NS(=O)(=O)c1ccc(CNC(=O)/C=C/c2ccccc2)cc1 | 95 | 0 | 0.3 | 0 | 4 | 0 | 6 | -0.2 | 7
CCOC(=O)C1(CCOC)CCN(Cc2ccncc2)CC1 | 112 | -3 | -3.2 | 2 | 5 | -3 | 1 | 0.0 | -1
O=C(N/C(=C\c1ccc(Cl)cc1)C(=O)N1CCCCC1)c1ccco1 | 97 | 0 | -0.1 | -1 | 3 | -11 | -5 | 0.4 | 4
S=C(NC1CCCCC1)N1CCN(c2ncccn2)CC1 | 102 | -1 | -0.5 | -4 | -3 | 7 | -1 | 0.1 | 1
COc1ccc(C(=O)NCCS(=O)(=O)N2CCCC2)cc1 | 114 | -1 | 2.1 | -4 | 7 | 6 | 2 | 0.0 | 5
Cc1ccc(-c2nnc(SCC(=O)NC3CCCc4ccccc43)n2N)cc1 (centres undefined) | 94 | 2 | 3.0 | 11 | -1 | -5 | -2 | 0.3 | 1
COc1ccc2oc(-c3ccc(C)c(NC(=O)c4ccc(N5CCOCC5)c([N+](=O)[O-])c4)c3)nc2c1 | 128 | 4 | -1.3 | -4 | 0 | -6 | -13 | 0.2 | 5
CCc1ccc2nc(NC(=O)c3cc(C)on3)sc2c1 | 90 | 12 | -5.2 | 2 | 2 | -4 | 3 | -0.1 | 6
CCOC(=O)N1CCN(C(=O)c2ccc(CS(=O)c3ccccc3)o2)CC1 (centres undefined) | 118 | -1 | -1.2 | 14 | -8 | 5 | 4 | -0.2 | 1
O=C(Nc1ccc(OCC(=O)N2CCN(S(=O)(=O)c3ccccc3)CC2)cc1)c1ccco1 | 93 | 7 | -2.0 | -3 | 5 | 3 | 0 | 0.0 | 3
COCCCn1c(C)nnc1SCC(=O)Nc1ccc(C(C)=O)cc1 | 101 | -2 | -0.2 | 4 | -1 | -9 | 5 | -0.2 | 1
Cc1ccccc1NC(=S)NC(NC(=O)C(C)(C)C)C(Cl)(Cl)Cl (centres undefined) | 98 | 9 | -1.6 | 11 | 7 | 8 | 1 | -0.3 | 11
CCCOc1ccc(Cn2c(=O)oc3ccc(C)cc32)cc1 | 97 | 1 | 0.8 | 5 | 6 | -9 | 2 | 0.1 | 4
COC(=O)CCc1n[nH]c(=O)[nH]c1=O | 100 | 1 | 0.0 | 6 | 0 | 7 | 2 | 0.1 | -2
O=C(/C=C/c1ccccc1O)c1ccco1 | 90 | 0 | -0.2 | 4 | 5 | 15 | 4 | -0.2 | 0
CC1=C(C)CC(C(=O)NCCc2ccc(F)cc2)C(C(=O)O)C1 (centres undefined) | 91 | 9 | -0.1 | -13 | 3 | 9 | 1 | 0.0 | 2
O=C(CCl)Nc1cccc(S(=O)(=O)N2CCCCCC2)c1 | 97 | 10 | 1.2 | -5 | 2 | -8 | 3 | 0.0 | 9
Cc1csc(SC(C)C(=O)NCc2ccc3c(c2)OCO3)n1 (centres undefined) | 99 | -6 | 0.3 | 3 | 6 | -2 | 2 | -0.1 | 0
Cc1cccc[n+]1CC(=O)c1ccc(NC(=O)c2ccccc2)cc1 | 97 | 15 | 0.7 | 4 | 1 | 10 | 2 | 0.0 | -3
CCOc1ccc(/C=N/n2c(SC)nnc2-c2ccccc2)cc1OCC | 97 | -10 | -1.8 | 5 | -3 | 9 | 4 | 0.1 | -2
CCOC(=O)NN1C(=O)c2ccccc2NC1c1cccs1 (centres undefined) | 86 | 3 | 2.3 | 3 | 3 | 17 | 1 | 0.1 | 4
CCOc1ccc(CN2CCCN(C)CC2)cc1 | 120 | -18 | 2.3 | -11 | 3 | -7 | -6 | -0.1 | -13
COCCNC(=O)/C(C#N)=C1\N=C(NC(=O)c2cccs2)c2ccccc21 | 100 | -3 | 2.0 | 11 | -4 | 6 | 4 | 0.1 | -2
Cc1csc(NC(=O)CSc2nc(=O)n(CCN(C)C)c3c2CCCC3)n1 | 102 | 5 | 0.6 | 9 | 1 | -3 | 3 | -0.1 | 2
COc1cccc(CNC(=O)C(C)n2ccc3cc(S(=O)(=O)N4CCCCCC4)ccc32)c1 (centres undefined) | 120 | -2 | 1.1 | 13 | 5 | -18 | -6 | 0.0 | 7
CSc1ccc(C(=O)C2CCCN(C(=O)c3nn(C)c(=O)c4ccccc34)C2)cc1 (centres undefined) | 112 | 0 | 3.1 | -3 | 2 | -7 | 2 | -0.1 | 4
CC(C(=O)Nc1ccccc1C(=O)N1CCCC1)n1nnc2ccccc21 (centres undefined) | 119 | -5 | -0.7 | -1 | 3 | -3 | 2 | 0.0 | 2
Cc1ccc(N2C(=O)N(CC(=O)N(C)Cc3ccccc3)C(=O)C2C)cc1 (centres undefined) | 91 | 4 | -0.9 | 2 | 0 | -15 | 1 | -0.1 | 1
COc1cccc(Cn2c(Oc3ccccc3)nc3c2c(=O)n(C)c(=O)n3C)c1 | 94 | 7 | 0.8 | 1 | 5 | 2 | -2 | -0.1 | 5
C=CCn1c(SCC(=O)CC(=O)OCC)nc2cc(C(=O)N3CCC(C(N)=O)CC3)ccc2c1=O | 72 | 9 | 2.7 | 8 | 4 | 1 | -3 | 0.2 | 7
O=C(O)c1ccc(OCCN2CCCC2=O)cc1 | 97 | 8 | 0.6 | -6 | -6 | -17 | -6 | 0.2 | 4
CCOC(=O)C1CCCN(C(=O)c2ccc(CS(=O)(=O)c3ccc(C)cc3)o2)C1 (centres undefined) | 100 | 9 | -5.2 | 6 | -3 | 4 | -2 | 0.0 | 4
Cc1cccc(NC(=O)Nc2cc(C)cc(C)n2)c1 | 108 | 6 | 1.5 | 10 | -6 | 5 | -5 | 0.0 | 2
COC(=O)Cc1c(C)c2ccc(OC(=O)c3ccccc3)cc2oc1=O | 107 | -5 | -2.3 | 3 | 2 | -4 | -3 | 0.1 | -3
COc1ccc(-c2cc(C(=O)NCCCN3CCOCC3)c3ccccc3n2)cc1OC | 99 | 1 | -1.1 | 6 | 4 | 2 | 1 | -0.1 | 3
Cc1cc2cc(CNC(=O)CCC(=O)O)ccc2n1C | 98 | 15 | -4.3 | 8 | 17 | 7 | 1 | 0.0 | 18
CC(C)OC(=O)CSc1nnc(-c2ccccn2)n1-c1ccccc1 | 103 | -3 | 3.6 | -3 | 7 | 21 | -2 | 0.0 | -46
O=C(CN1CCN(c2ccccn2)CC1)Nc1cccc(C(F)(F)F)c1 | 105 | 8 | -1.9 | 12 | 1 | 10 | -1 | -0.1 | 3
Cc1[nH]c(C(=O)O)c(C#N)c1C(=O)c1ccccc1 | 87 | 0 | 3.2 | 1 | -5 | 6 | -6 | 0.0 | 0
CCOc1ccc(/C(O)=C2/C(=O)C(=O)N(c3ncccn3)C2c2ccc(C)cc2)cc1 (centres undefined) | 103 | 11 | 0.4 | -12 | 7 | -5 | 0 | 0.3 | 5
O=C(CN1CCN(c2ccc(F)cc2)CC1)c1ccc2c(c1)OCO2 | 93 | -1 | -3.7 | 2 | 6 | -14 | 2 | -0.1 | 2
CN(C)S(=O)(=O)c1cccc(NC(=O)CNC2CCCCC2)c1 | 99 | 0 | 0.0 | 5 | -2 | -1 | 6 | 0.0 | -2
O=C(COc1ccc(F)cc1)N(CC1=CCS(=O)(=O)C1)c1ccccc1 | 92 | 0 | -0.2 | -3 | -5 | -10 | 5 | 0.2 | 0
CC(=O)Nc1ccc(S(=O)(=O)N(C)CC(=O)N/N=C/c2cccs2)cc1 | 101 | 5 | 1.4 | 3 | 2 | 4 | 2 | 0.1 | 0
OCCC1CN(Cc2cccc3nccnc23)CCN1C1CCCC1 (centres undefined) | 90 | 0 | -2.3 | 6 | 2 | 15 | 6 | 0.0 | 6
O=C(c1cccs1)N1CCN=C1SCc1ccccc1 | 97 | 5 | -0.1 | -6 | 0 | 5 | -2 | -0.1 | 1
CC(C)(C)CC(C)(C)NCC(O)COc1c(F)cc(Br)cc1F (centres undefined) | 106 | 0 | -0.1 | -7 | 5 | 8 | -3 | -0.2 | 3
CN(C1CCCCC1)S(=O)(=O)c1ccc(SCC(=O)NC(C)(C)C)nc1 | 133 | 4 | / | / | -3 | 0 | / | 0.8 | -1
Cc1cccc(NC(=O)Cn2cnc3sc(C)c(S(=O)(=O)N4CCC(C)CC4)c3c2=O)n1 | 90 | 3 | -1.4 | -2 | 5 | 0 | 5 | 0.0 | 7
CCOC(=O)/C=C1\NC2(CCCCC2)Cc2cc(OC)c(OC)cc21 | 118 | -8 | 2.9 | -1 | 3 | -11 | -5 | -0.1 | -1
Cc1cnc(NC(=O)[C@H](C)N2C(=O)C3CCCCC3C2=O)s1 (some centres undefined) | 81 | 4 | -1.3 | -3 | -3 | 1 | 4 | 0.1 | 4
CN=C1S/C(=C\c2c(OC)cc(OC)cc2OC)C(=O)N1C | 100 | -2 | -1.4 | -12 | -12 | 14 | -1 | 0.5 | 4
COc1ccc(Nc2cc(C)c3cc([N+](=O)[O-])ccc3n2)cc1 | 109 | -41 | 3.1 | 4 | -6 | 8 | 14 | 0.0 | -18
Cc1cccc(C)c1OCC(O)CN (centres undefined) | 115 | -1 | -0.3 | -8 | 1 | -9 | 8 | 0.4 | 6

Retrieved one by one from the list above (2):
SMILES | CR mimetic SO | MCL1-BIM inh | MEX-5 binding | EBNA-1 inh | GLD-1 RNA inh | ZTA counter | Fam108B inh | Efflux pump mplx | BCLXL inh
Cc1cnc(NC(=O)[C@H](C)N2C(=O)C3CCCCC3C2=O)s1 (some centres undefined) | 81 | 4 | -1.3 | -3 | -3 | 1 | 4 | 0.1 | 4
COc1ccc(Nc2cc(C)c3cc([N+](=O)[O-])ccc3n2)cc1 | 109 | -41 | 3.1 | 4 | -6 | 8 | 14 | 0.0 | -18
